# Bioassay records as filed in PubChem BioAssay.
# hERG rescue: shields human hERG channel from block by proarrhythmic agents; CHO-hERG, FluxOR thallium flux, dofetilide IC70 present; Q12809; 310,000 tested, 0.51% active; AID 1511; activation (rescue from dofetilide block), less the hit threshold, % at 10 µM;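 active = activation above the mean of controls blocked by dofetilide plus 5 SD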;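 note: thallium influx through hERG after potassium depolarization seen as dye fluorescence rise; in these data hits start at about 4.7%; inactives centre near -7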
# KCNQ1 block: inhibitors of human KCNQ1 potassium channel; P51787; CHO-K1 KCNQ1, FluxOR thallium flux fluorescence; hits give high values; B-score at 10 µM; 310,000 tested, 1.3% active; AID 2642;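 active = compounds whose thallium flux B-score, printed positive for inhibition, exceeds three library SD while starting fluorescence stays within three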;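 note: channel opened by potassium depolarization with thallium stimulus after 20 min compound exposure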
# Target sequence (P51787 whole entry, looked up): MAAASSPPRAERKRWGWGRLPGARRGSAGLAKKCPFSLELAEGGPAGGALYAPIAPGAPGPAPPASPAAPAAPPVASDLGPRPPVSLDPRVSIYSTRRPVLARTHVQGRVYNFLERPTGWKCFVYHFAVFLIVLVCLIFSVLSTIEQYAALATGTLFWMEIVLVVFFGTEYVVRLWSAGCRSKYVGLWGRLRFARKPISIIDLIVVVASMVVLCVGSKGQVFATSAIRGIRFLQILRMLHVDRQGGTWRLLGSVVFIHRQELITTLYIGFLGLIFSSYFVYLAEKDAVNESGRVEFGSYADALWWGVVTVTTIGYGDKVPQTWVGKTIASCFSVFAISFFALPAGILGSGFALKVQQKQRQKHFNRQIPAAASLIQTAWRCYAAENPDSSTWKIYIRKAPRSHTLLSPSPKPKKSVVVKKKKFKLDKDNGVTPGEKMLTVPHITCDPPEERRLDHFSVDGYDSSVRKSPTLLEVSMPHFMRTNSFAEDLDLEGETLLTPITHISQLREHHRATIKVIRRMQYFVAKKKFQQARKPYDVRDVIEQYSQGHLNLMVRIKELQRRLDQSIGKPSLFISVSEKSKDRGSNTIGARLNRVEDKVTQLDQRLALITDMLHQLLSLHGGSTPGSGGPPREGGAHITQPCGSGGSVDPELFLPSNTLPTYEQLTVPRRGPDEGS
# KCNK3 block: human KCNK3 channel inhibition, primary screen; O14649; CHO-KCNK3 thallium flux, FluxOR fluorescence; hits give low values; B-score at 10 µM; 340,000 tested, 0.84% active; AID 602410;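 active = B-score under library mean minus 4 SD, starting fluorescence ratio at most library mean plus 5 SD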;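 note: more negative B-score means stronger inhibition of thallium flux through KCNK3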
# RGS4 act: RGS4 potentiation or activation; HEK293 M3R/inducible RGS4, carbachol calcium flux Fluo4; hits give low values; AID 463111; 310,000 tested, 0.92% active; B-score at 10 µM;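 active = B-score of the integrated calcium signal more than 4 SD below the library mean, with starting fluorescence not abnormally high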;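 note: negative B-score means reduced calcium response which marks RGS4 activation or potentiation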
#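 Material: Inducible-RGS4 HEK293 cells carrying M3 receptor; also added: carbachol at ECmax as muscarinic agonist stimulus; incubation: compound preincubation 20 min at room temperature before agonist; signal: Fluo4-AM (2 µM) calcium-flux fluorescence, kinetic read; measure: integrated calcium ratio converted to B score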
# KCNQ1 act: potentiates or activates the human KCNQ1 potassium channel; CHO-K1 KCNQ1, thallium flux FluxOR fluorescence; hits give high values; B-score at 10 µM; 310,000 tested, 0.35% active;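 active = fluorescence ratio B-score, a plate-corrected score, at least three library SD, with initial intensity B-score within 5 SD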
#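 Assay system: CHO-K1 cells stably expressing KCNQ1. Medium: assay buffer for compound exposure, DMSO matched across wells. Timing: 37 °C overnight plating, 90-min dark dye load, 20-min compound pretreatment. Signal: kinetic FluxOR fluorescence, 10 s baseline plus 110 s post-stimulus.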
# MrgX1 agonist: human MrgX1 receptor agonism, primary screen. 310,000 tested, 0.44% active. MrgX1-HEK293 cells, Fluo-4 calcium fluorescence, agonist mode; hits give high values. B-score at 10 µM;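 active = calcium response B-score plate-corrected fluorescence ratio at least 3 library SD, with starting fluorescence B-score inside 5 SD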
#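 Assay system: MrgX1-expressing HEK293 cells / Amount: fifteen thousand cells per well / Doses: test compound in the initial addition of three / Timing: cells plated overnight, dye loaded 0.5 h 37 °C, 0.5 h room temperature / Technique: kinetic calcium dye fluorescence, Fluo-4 NW / Control set: positive and negative controls per plate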
# KCNK9 block: inhibitors of human KCNK9 two-pore domain potassium channel; Q9NPC2; B-score at 10 µM; 310,000 tested, 1.2% active; AID 488922; HEK293 KCNK9, FluxOR thallium flux fluorescence; hits give low values;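 active = ratio B-score over 3 SD below the library mean, with starting fluorescence within 5 SD of its mean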;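 note: negative B-score means less thallium flux so channel inhibition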
# ANO1 activ: activators or potentiators of mouse TMEM16A chloride channel; 340,000 tested, 0.3% active; B-score at 10 µM; HEK293 TMEM16A/YFP-H148Q/I152L, iodide quench fluorescence; hits give low values; AID 623877;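 active = fluorescence-ratio B-score plate-corrected deviation score at least 3 library SD below zero, with starting fluorescence score within 5 deviations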;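 note: channel opened by trigger with iodide after compound preincubation; score built on the fluorescence ratio of max minus min over baseline; more negative score means more quench and so TMEM16A activation or potentiation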
# RGS4 block: human RGS4 inhibition; 310,000 tested, 0.45% active; HEK293 M3R/RGS4 inducible, Fluo-4 calcium flux; hits give high values; triggered by carbachol at its EC20; B-score at 10 µM;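 active = B-score, a plate-corrected calcium signal, over three deviations above library mean, with baseline fluorescence within five deviations of library mean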;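 note: RGS4 expression induced by doxycycline in cells with stable M3 receptor; B-score is computed from the integrated fluorescence ratio over baseline after carbachol; higher B-score means a larger calcium signal and so more RGS4 inhibition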
# Target sequence (P49798 whole entry, looked up): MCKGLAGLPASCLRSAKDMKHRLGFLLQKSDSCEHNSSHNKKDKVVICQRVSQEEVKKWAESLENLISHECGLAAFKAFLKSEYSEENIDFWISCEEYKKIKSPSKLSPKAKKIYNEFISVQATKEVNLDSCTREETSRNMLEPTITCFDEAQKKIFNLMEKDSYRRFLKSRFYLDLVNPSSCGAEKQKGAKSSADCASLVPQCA
# ANO1 block: mouse TMEM16A channel inhibition, primary screen; normalized B-score (activity score, 25-100; higher = stronger inhibition) at 10 µM; Q8BHY3; HEK293 TMEM16A/YFP iodide influx fluorescence, ionomycin; AID 588511; 310,000 tested, 1.2% active;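 active = ratio plate-corrected score three or more library SD toward inhibition, starting fluorescence score within five deviations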;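 note: score derived from kinetic fluorescence span divided by baseline fluorescence per well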
# MrgX1 allo act: allosterically activates human MrgX1 receptor signaling | Q96LB2 | MrgX1-HEK293, Fluo-4 calcium flux, FDSS; hits give high values | B-score at 10 µM | 310,000 tested, 0.63% active | AID 588675;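 active = plate-corrected calcium response at least 3 library SD above typical, normal starting fluorescence, not activating the receptor alone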;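 note: compound read alongside a low EC10 to EC30 dose of BAM8-22 agonist; peak minus trough fluorescence over baseline measured at the second addition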
# * hit, by the source's call; i = inactive; x = not tested or not shown. Not all compounds are listed; the hit share may differ from the screen's.
smiles | hERG rescue | KCNQ1 block | KCNK3 block | RGS4 act | KCNQ1 act | MrgX1 agonist | KCNK9 block | ANO1 activ | RGS4 block | ANO1 block | MrgX1 allo act
Fc1ccc(CN2CCN(c3ccc(Cl)cc3)CC2)cc1 | -6.2 | i | i | i | i | i | i | i | i | i | i
O=C(O)c1ccccc1-c1ccc(C=C2C(=O)N(c3ccccc3)C(=S)N(c3ccccc3)C2=O)o1 | -4.8 | i | i | i | i | i | i | i | i | i | i
O=C1NC(=O)C(CCc2ccncc2)(Cc2ccc3c(c2)OCO3)C(=O)N1CCc1ccccc1 (centres undefined) | -20.3 | i | i | i | i | i | i | i | i | i | i
CCCc1[nH]nc2c1C1(C(=O)N(Cc3ccccc3)c3ccccc31)C(C(=O)OC)=C(N)O2 (centres undefined) | -2.7 | i | i | i | i | i | i | i | 5.94* | i | i
CCCCCCCn1c(=O)c(C(=O)Nc2cnccn2)c(O)c2ccccc21 | -15.2 | i | i | i | i | i | i | i | i | i | i
CN1C(=O)C(=Cc2cn(CC(=O)N3CCCCC3)c3ccccc23)C(=O)N(C)C1=O | -5.7 | i | i | i | i | i | i | i | i | i | i
CC(C)N1CCN(c2ccc(O)cc2)CC1 | -6.4 | i | i | i | i | i | i | i | i | i | i
C#CC1(OC(=O)c2ccccc2)CC(C)N(C)CC1C (centres undefined) | -8.2 | i | i | -7.03* | i | i | i | i | i | i | i
CN(C)S(=O)(=O)c1cc(NC(=O)COC(=O)Cc2ccccc2)ccc1Cl | -4.8 | 6* | i | i | i | i | i | i | i | i | i
COc1ccc(OCC(=O)Nc2ccc(Cl)cc2C(=O)c2ccccc2)cc1 | -6.2 | i | i | i | i | i | i | i | i | i | i
CCC(=O)N1CC(=O)Nc2ccc(Br)cc2C1c1ccccc1 (centres undefined) | -6.5 | i | i | i | i | i | i | i | i | i | i
Cc1ccc(NC(=O)c2cn(CCC#N)nc2-c2ccc3c(c2)OCCO3)c([N+](=O)[O-])c1 | -8.0 | i | i | i | i | i | i | i | i | i | i
COc1nc2ccccc2c(=O)n1-c1ccc(Cl)cc1 | -9.1 | i | i | i | i | i | i | i | i | i | 11.8*
O=c1[nH]c(=S)n(Cc2ccc(F)cc2)c(O)c1/C=N/N1CCCCC1 | -7.4 | i | i | i | i | i | i | i | i | i | i
CC[C@]12C=CCN3CCC4(c5cc(Br)c(OC)cc5N(C)C4[C@@](O)(C(=O)OC)[C@@H]1OC(C)=O)C32 (some centres undefined) | -12.6 | i | i | i | i | i | i | i | i | i | i
CCS(=O)(=O)Nc1cccc(C(=C2CCCCC2)c2cnc[nH]2)c1 | x | x | i | x | x | i | x | i | x | i | i
O=C(Cn1cnc2sc3c(c2c1=O)CCCC3)NCCCC(=O)N1CCC2(CC1)OCCO2 | -4.5 | i | i | i | i | i | i | i | i | i | i
Cc1cc(OC(C)C(=O)N[C@H](C(=O)O)c2ccccc2)c2c3c(c(=O)oc2c1)CCC3 (some centres undefined) | -2.0 | i | i | i | i | i | i | i | i | i | i
CCOC(=O)C1CN(C)CCC1=O (centres undefined) | -5.0 | i | i | i | i | i | i | i | i | i | i
O=C(COC(=O)c1ccccc1)Nc1ccc(Cl)cc1C(=O)c1ccccc1 | -9.1 | i | i | i | i | i | i | i | i | i | i
N[C@@H]1C[C@H]1c1ccccc1 | x | x | i | x | x | i | x | i | x | i | i
O=C1NC(=O)N(c2ccccc2F)C(=O)/C1=C/c1ccc(Oc2ccc([N+](=O)[O-])cn2)cc1 | -9.8 | i | i | i | i | i | i | i | i | i | i
Cc1ccsc1C(=O)C1CCCN(Cc2cccc(-n3cccn3)c2)C1 (centres undefined) | -13.7 | i | i | i | i | i | i | i | i | i | i
O=C1c2ccccc2C2(c3ccc(Cl)cc3)NCCN12 (centres undefined) | 4.8* | i | i | i | i | i | i | i | i | i | i
Cc1ccc2c(c1)C1CN(C)CCC1N2S(=O)(=O)c1ccccc1 (centres undefined) | 0.1 | i | i | i | i | i | i | i | i | i | i
CCCC[N+]12CCC(CC1)C(C(O)(c1ccccc1)c1ccccc1)C2 (centres undefined) | -10.3 | i | i | i | i | i | i | i | i | i | i
CC(Cc1ccccc1)NC(=O)/C=C/C(=O)O (centres undefined) | -2.0 | i | i | i | i | i | i | i | i | i | i
O=C1CN(O)C(c2ccccc2)=c2cc(Cl)ccc2=N1 | -2.9 | i | i | i | i | i | i | i | i | i | i
C=CCn1c(O)c(C(C)=Nc2ccc(C(=O)O)cc2)c(=O)[nH]c1=O | -10.0 | i | i | i | i | i | i | i | i | i | i
Fc1ccccc1CNCCc1c[nH]c2ccccc12 | -5.9 | i | i | i | i | i | i | i | i | i | i
CC(C)C/C(=N/O)c1cn(C)c2ccccc12 | 1.8 | i | i | i | i | i | i | i | i | i | i
CCOc1ccc(N2C(=O)/C(=C/c3ccco3)C(=O)NC2=S)cc1 | -4.3 | i | i | i | i | i | i | i | i | i | i
Cc1cc(OC(=O)CCNC(=O)OC(C)(C)C)c2c3c(c(=O)oc2c1)CCC3 | -6.3 | i | i | i | i | i | i | i | i | i | i
Cc1ccc(-n2c(C)nc3ccccc3c2=O)cc1C | -5.2 | i | i | i | i | i | i | i | i | i | 7.66*
C=CCN1C(=O)NC(=O)/C(=C/C=C/c2ccccc2)C1=O | 1.5 | i | i | i | i | x | i | i | 5.35* | x | x
COc1ccc(-c2cc(C(F)(F)F)n3nc(C(=O)N4CCC5(CC4)OCCO5)cc3n2)cc1OC | -0.5 | i | i | i | i | i | i | i | i | i | i
CCC(=NCCc1c[nH]c2ccccc12)c1c(O)n(-c2ccc(C)cc2)c(=O)[nH]c1=O | -5.8 | i | i | i | i | i | i | i | i | i | i
c1cncc(CNC2=NCCCCC2)c1 | -6.8 | i | i | i | i | i | i | i | i | i | i
O=C(O)Cn1cc(/C=C2\C(=O)NC(=O)N(c3ccc(Cl)cc3)C2=O)c2ccccc21 | -5.0 | i | i | i | i | i | i | i | i | i | i
O=C(CCCN1CCC(n2c(=O)[nH]c3ccccc32)CC1)c1ccc(F)cc1 | x | x | i | x | x | i | x | i | x | i | i
CN1C(=O)C(Cc2ccsc2)C(=O)N(C)C1=O | -4.8 | i | i | i | i | i | i | i | i | i | i
CCc1ccc(CNCCc2ccccc2F)cc1 | -6.4 | i | i | i | i | i | i | i | i | i | i
CC(=NCc1ccc2c(c1)OCO2)c1c(O)[nH]c(=O)[nH]c1=O | -11.8 | i | i | i | i | i | i | i | i | i | i
CCCCn1c(N)c(C(=O)NCCN2CCOCC2)c2nc3ccccc3nc21 | -21.0 | i | i | i | i | i | i | i | i | i | i
COc1ccc(C(=O)CC2(CC(=O)c3ccc(OC)cc3)C(=O)N(C)C(=O)N(C)C2=O)cc1 | -3.7 | i | i | i | i | i | i | i | i | i | i
COP(=O)(NS(=O)(=O)c1ccccc1)OC | -18.0 | i | i | i | i | i | i | i | i | i | i
O=C1NC(=O)N(Cc2ccc(F)cc2)C(=O)/C1=C\C=C\c1ccco1 | -12.4 | i | i | i | i | i | i | i | 12.2* | i | 8.26*
NCCc1ccc(O)cc1 | -4.3 | i | i | i | i | i | i | i | i | i | i
Cn1c(C(=O)N2CCC(C(=O)N3CCC4(CC3)OCCO4)CC2)cc2sccc21 | 1.6 | i | i | i | i | i | i | i | i | i | i
c1ccc2c(c1)OCC(C1=NCCN1)O2 (centres undefined) | 1.8 | i | i | i | i | i | i | i | i | i | i
c1ccc(-n2ccnc2)cc1 | -6.2 | i | i | i | i | i | i | i | i | i | i
CN(C)CCN=Cc1c(O)n(-c2cccc3ccccc23)c(=O)[nH]c1=O | -9.1 | i | i | i | i | i | i | i | i | i | i
CN/C=C(/Cl)P(=O)(OC(C)C)OC(C)C | -4.6 | i | i | i | i | i | i | i | i | i | i
O=C(Oc1c(Cl)cc(Cl)c2ccccc12)N1CCCCC1 | -12.3 | i | i | i | i | i | i | i | i | 100* | i
Cc1ccc(/C=C2\C(=O)NC(=S)N(c3cccc(F)c3)C2=O)o1 | -0.8 | i | i | i | i | i | i | i | 15.7* | i | i
O=C1Nc2cc(C(=O)N3CCC4(CC3)OCCO4)ccc2S/C1=C\c1ccccc1 | -6.3 | i | i | i | i | i | i | i | i | i | i
CC(=O)OC1(c2ccccc2)CCN(C)C(C)C1C (centres undefined) | -4.0 | i | i | i | i | i | i | i | i | i | i
O=C(c1ccc(C(F)(F)F)cc1)C1CCCN(Cc2ccncc2)C1 (centres undefined) | -19.8 | i | i | i | i | i | i | i | i | 25* | i
COC/C=C1\CN2C3C[C@@H]1[C@H]1COC4=Nc5cc(OC)c(OC)c(OC)c5[C@@]43C[C@@H]12 | -8.7 | i | i | i | i | i | i | i | i | i | i
COc1cccc(CNCCc2ccc(F)cc2)c1 | -3.1 | i | i | i | i | i | i | i | i | i | i

# The list continues:
smiles | hERG rescue | KCNQ1 block | KCNK3 block | RGS4 act | KCNQ1 act | MrgX1 agonist | KCNK9 block | ANO1 activ | RGS4 block | ANO1 block | MrgX1 allo act
CCOCCN1CCN(c2nnc3n2-c2ccc(Cl)cc2C(c2ccccc2Cl)=NC3)CC1 | -10.0 | i | i | i | i | i | i | i | i | i | i
CCOC(=O)c1c(C)n(Cc2ccccc2)c2ccc(OCC(O)CNC(C)(C)C)cc12 (centres undefined) | -16.0 | i | i | i | i | i | i | i | i | i | i
Cc1ccccc1CN1CCNCC1 | -10.3 | i | i | i | i | i | i | i | i | i | i
O=C(NC1CCCCC1)N1C[C@H]2C[C@@H](C1)c1cccc(=O)n1C2 | -4.1 | i | i | i | i | i | i | i | i | i | i
Cc1ccccc1-n1c(O)c(C=NCCN2CCOCC2)c(=O)[nH]c1=O | -7.4 | i | i | i | i | i | i | i | i | i | i
CCCCn1c(O)c(C(C)=NCC2CCCO2)c(=O)[nH]c1=O (centres undefined) | -8.3 | i | i | i | i | i | i | i | i | i | i
